Screening data: PubChem BioAssay, several laboratories
HTR5A inv ctr: inverse agonist of human HTR5A in OPRM1-OPRD1 counter-screen; P47898; HTR5A cell line, luminescence, inverse agonism; inhibition, % at 9.3 µM; 340,000 compounds, 0.083% hits; AID 504634; in the data active = inhibition mostly above about 23%, no sharp cut-off; inactive = mostly below about 18%;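 note: 0% = cells with DMSO and 100% = no-cell wells with DMSO; some compounds called inactive have numbers as strong as hits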
Mot1-301 SUMO: inhibitors of SUMOylation pathway: yeast Mot1-301 growth rescue | 320,000 compounds, 1% hits | S. cerevisiae Mot1-301 growth rescue, ATP luminescence, 38.5C; percent above DMSO median, 100 means doubled | growth rescue, % at 18.8 µM | AID 2716;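 active = every valid replicate shows activation above 250% relative to neutral control wells; inactive = the rest, any valid replicate at or below 250%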;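 note: OY570 slx delta 5 strain wells were the positive control but not used for scaling; some compounds called inactive have numbers as strong as hits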
E coli growth: reduces bacterial viability in AddAB counter-screen; E. coli V3065 growth, OD600 absorbance, 18 h; inhibition, % at 11.9 µM; 330,000 compounds, 0.27% hits; AID 449728;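 active = inhibition above the campaign's mean inhibition across all tested compounds plus 3 SD, cut at about 9.9% in these data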;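 note: uninfected addAB+ strain grown without phage in ampicillin broth; 0% = DMSO wells and 100% = ciprofloxacin 0.95 µg/ml wells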
CDK5 p35 inh: blocks human CDK5/p35 kinase activity; Q00535+Q15078; inhibition, % at 10 µM; Recombinant CDK5/p35, ADP-Glo luminescence, 60 min; 330,000 compounds, 0.01% hits; AID 488839;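 active = highest replicate inhibition of at least 50% and at least 75% of replicates reaching 50%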;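 note: plate controls were DMSO neutral control for no effect and GW8510 at 10 µM for full effect; many of its hits are not listed in these tables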
Target sequence (Q00535 whole entry, looked up): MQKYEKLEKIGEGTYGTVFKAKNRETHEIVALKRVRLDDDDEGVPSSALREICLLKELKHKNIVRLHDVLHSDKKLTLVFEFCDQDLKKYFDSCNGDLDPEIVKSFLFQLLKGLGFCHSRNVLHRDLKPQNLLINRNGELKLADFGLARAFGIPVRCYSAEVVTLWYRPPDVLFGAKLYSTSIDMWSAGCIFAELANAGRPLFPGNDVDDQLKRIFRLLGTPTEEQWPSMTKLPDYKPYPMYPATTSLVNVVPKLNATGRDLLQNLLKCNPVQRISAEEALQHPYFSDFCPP
Target sequence (Q15078 whole entry, looked up): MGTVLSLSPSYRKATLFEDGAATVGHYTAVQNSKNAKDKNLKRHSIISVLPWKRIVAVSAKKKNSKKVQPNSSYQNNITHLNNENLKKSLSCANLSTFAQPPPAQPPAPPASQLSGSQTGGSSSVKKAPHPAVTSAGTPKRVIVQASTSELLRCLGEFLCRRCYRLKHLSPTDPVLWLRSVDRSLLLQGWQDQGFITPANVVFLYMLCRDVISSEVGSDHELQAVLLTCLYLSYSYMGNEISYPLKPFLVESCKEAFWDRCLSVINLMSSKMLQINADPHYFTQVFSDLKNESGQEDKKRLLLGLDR
DAGLB inhibitor: blocks human DAGLB lipase activity; Q8NCG7; AID 504411; 340,000 compounds, 0.059% hits; inhibition, % at 5.17 µM; HEK293T DAGLB membrane lysate, EnzChek fluorogenic substrate; in the data active = inhibition above about 34%;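 note: 0% = enzyme with vehicle and 100% = wells lacking enzyme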
phage Ecoli inh: E. coli growth loss with phage present; inhibition, % at 11.9 µM; growth absorbance; 360,000 compounds, 0.26% hits; in the data active = inhibition above about 11%
Tat export inh: E. coli Tat transport inhibition. AID 488895. E. coli MC4100 TorA-mCherry Tat export, fluorescence. 340,000 compounds, 0.036% hits. inhibition, % at 10 µM;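 active = mean replicate inhibition at least 50% and at least half of replicates individually reaching 50%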;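 note: exported cargo escapes ClpAP degradation while cytoplasmic cargo is degraded and loses fluorescence; 0% = median of neutral control wells and 100% = median of NaSCN control wells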
HTR5A ag ctr: HTR5A agonism, opioid heterodimer counter-screen; HTR5A agonist assay, luminescence, cell-based; P47898; 340,000 compounds, 0.61% hits; activation, % at 9.3 µM; in the data active = activation mostly above about 9.5%, no sharp cut-off; inactive = mostly below about 7.6%;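 note: 0% = cells with vehicle only and 100% = reference agonist; strong numbers were not always called active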
PKA-R2B act: PKA-R2B complex activation; PKA-R2B holoenzyme dissociation, Cy5-IP20 fluorescence polarization; R2B truncated from residue 108, S112A mutant; 0% DMSO only, 100% 113 µM cGMP; AID 504700; 340,000 compounds, 0.079% hits; activation, % at 11.4 µM;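 active = activation above a cutoff set at the mean over all compounds plus 3 SD, cut at about 18% in these data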;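 note: higher means more holoenzyme dissociation and a rise in polarization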
Target sequence (P31323 whole entry, looked up, other chains not shown, the tested form may be a part): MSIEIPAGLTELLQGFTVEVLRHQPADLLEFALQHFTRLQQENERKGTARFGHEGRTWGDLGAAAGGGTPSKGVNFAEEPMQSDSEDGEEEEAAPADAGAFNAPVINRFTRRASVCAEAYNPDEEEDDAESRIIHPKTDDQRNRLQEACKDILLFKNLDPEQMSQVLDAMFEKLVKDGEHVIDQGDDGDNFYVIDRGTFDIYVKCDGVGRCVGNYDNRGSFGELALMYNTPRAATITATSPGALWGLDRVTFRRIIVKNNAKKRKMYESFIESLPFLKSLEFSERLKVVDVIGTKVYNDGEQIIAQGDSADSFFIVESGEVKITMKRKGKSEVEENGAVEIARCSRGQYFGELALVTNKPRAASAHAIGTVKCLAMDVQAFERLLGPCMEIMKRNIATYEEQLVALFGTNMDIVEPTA
AddAB inh: less growth of phage-infected E. coli with AddAB; inhibition, % at 11.9 µM; E. coli expressing H. pylori AddAB, absorbance growth; 330,000 compounds, 0.29% hits; in the data active = inhibition above about 12%;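 note: 0% = vehicle wells of infected cells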
PKA-R1A act: activates the PKA-R1A holoenzyme complex; 340,000 compounds, 0.083% hits; PKA-R1A dissociation, Cy5-IP20 fluorescence polarization; scaled: DMSO 0%, 113 µM cGMP 100%; activation, % at 11.4 µM;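 active = percent activation above the mean of all tested compounds plus 3 SD, cut at about 19% in these data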;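 note: higher means more PKAc released from R1A so a rise in polarization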
Numbers without * were called inactive; . = not tested or not shown.

Screens in order – HTR5A inv ctr	Mot1-301 SUMO	E coli growth	CDK5 p35 inh	DAGLB inhibitor	phage Ecoli inh	Tat export inh	HTR5A ag ctr	PKA-R2B act	AddAB inh	PKA-R1A act
(1) O=[N+]([O-])c1ccccc1S(=O)(=O)Nc1cccnc1
    8	1	-2.1	-1.9	2	1.5	10	-3	6	1.3	1
(2) C[C@@H]1CN(Cc2nc(Cc3ccccc3F)no2)C[C@H](C)O1
    6	-3	-0.4	-2.6	1	3.2	2	-2	-20	3.6	-13
(3) CCOC(=O)/C(C#N)=C/c1cccc(C)c1
    -24	-18	.	1.0	0	4.4	-7	6	4	.	-7
(4) Cc1cc(-c2n[nH]c(=S)n2/N=C/C(Cl)=C/c2ccccc2)n[nH]1
    2	.	-1.4	-2.9	6	-0.5	2	-2	-4	0.9	-10
(5) CCOC(=O)C1CCN(S(=O)(=O)c2c(C)[nH]c(C)c2C(=O)N2CCCCC2)CC1
    9	-3	0.2	0.4	0	1.5	-2	-1	13	4.0	-13
(6) COC(=O)c1ccccc1NC(=O)c1ccc(NC(=O)C2CCCO2)cc1 (stereo not given)
    -10	4	1.6	-3.7	-2	1.3	3	4	-6	1.6	-13
(7) O=C(Nc1ccc(NC(=O)c2ccco2)nc1)c1ccco1
    8	13	2.7	0.9	0	2.6	0	4	-2	4.0	0
(8) Cc1cc(C)cc(N(CCC#N)C(=O)CSc2nc3nc(C)cc(C)n3n2)c1
    -26	10	-0.2	-4.6	-1	2.2	-2	10	-3	1.7	-4
(9) CC(C)(C)OC(=O)NCc1nc(N)n[nH]1
    -6	-13	-1.0	0.6	-1	0.4	3	2	-5	1.4	-3
(10) O=C(Cn1nc2ccccc2n1)N/N=C/c1cc(Cl)cc([N+](=O)[O-])c1O
    14	.	.	2.2	33	3.3	-1	-5	2	.	-5
(11) COc1ccc(CNS(=O)(=O)c2ccc3c(c2)NC(=O)C(C)S3)cc1 (stereo not given)
    12	9	2.7	-0.8	3	0.2	1	-3	13	6.7	-1
(12) Cc1ccc(N=C2SCCCN2C(=O)c2ccco2)cc1Cl
    -8	.	0.1	-0.8	2	3.5	-11	3	12	-0.3	1
(13) O=C(Cn1c(C(F)(F)F)nc2ccccc21)Nc1ccccc1C(=O)O
    .	11	-1.5	1.0	1	4.6	7	.	-4	0.8	2
(14) Cc1cc(C)c2nc(C)cc(N/N=C/c3ccc(O)cc3)c2c1
    15	-16	9.4	4.5	2	7.0	-2	-4	4	8.3	-1
(15) NC(=O)[C@@H]1CC2(CC(c3cccc(NC(=O)COc4ccc(Cl)cc4)c3)=NO2)CN1C(=O)c1ccccc1 (stereo not given in full)
    -7	-26	-0.8	-0.5	0	1.6	-5	3	-7	-0.2	-6
(16) CN(c1ccccc1)c1nc(N)c(C#N)c(CC#N)c1C#N
    19	-14	-1.3	0.9	-2	2.0	0	-8	0	3.1	-10
(17) COc1cc(CCC(=O)OCC(=O)Nc2ccccc2C(C)C)cc(OC)c1OC
    -2	-7	-1.0	0.6	-2	2.0	-6	1	-8	3.8	-11
(18) Cc1cccc(NC(=O)CSc2nnc(-c3ccccc3)n2N)c1C
    -14	-18	0.1	2.8	3	0.3	-7	-2	-9	0.8	4
(19) CC(C)(C)c1ccc(C(=O)NN2CCOCC2)cc1
    -21	-14	0.9	1.1	-2	3.3	7	8	-8	-0.1	-2
(20) CCc1ccc(CCC(=O)Nc2ncc(Cc3ccccc3Cl)s2)o1
    -59	11	-1.4	2.4	-2	2.8	-8	17*	-6	4.7	-6
(21) O=C(NCc1ccco1)c1cccnc1-c1nc2ccccc2s1
    -12	-2	0.1	-0.2	3	0.4	-6	0	3	0.2	-3
(22) FC(F)Oc1ccccc1C1CC(c2ccc(Br)s2)Nc2ncnn21 (stereo not given)
    -4	3	-1.9	2.1	0	2.8	2	-2	2	2.4	-9
(23) CCOC(=O)CNC(=O)CSc1ccc2nnc(-c3ccc(F)cc3)n2n1
    3	6	-0.4	0.0	0	-0.1	0	-1	2	-3.2	3
(24) CC(=O)NNC(=O)CSc1nnc(-c2ccccc2)c(-c2ccccc2)n1
    -3	-22	0.2	-7.3	0	-0.5	14	1	7	2.7	-7
(25) CC1CCN(C(=O)Cn2nc(C(F)(F)F)c3c2CCCC3)CC1
    -3	2	-2.5	-2.0	1	3.7	-2	-1	4	2.6	-2
(26) COc1ccc(CC(=O)NNC(=O)CSc2ccc(C)cc2)cc1
    -26	.	-1.4	-0.3	-1	1.4	6	10	0	-0.6	-12
(27) CCCS(=O)(=O)Nc1cc(C(F)(F)F)ccc1OCCOC
    -15	-9	1.5	-2.5	-1	2.7	1	7	6	2.5	5
(28) COc1ccc(C)c2sc(N3CCCC3)nc12
    12	5	1.4	-2.0	-1	2.5	-8	-5	-7	4.8	5
(29) CCSc1nnc(NC(=O)CCc2ccccc2)s1
    -6	5	3.4	-0.3	0	-2.0	11	3	9	6.4	-4
(30) Cc1ccc(C)n1-n1cnc2scc(-c3cccs3)c2c1=O
    8	-4	0.6	-1.8	-2	4.4	0	-3	13	-0.6	5
(31) CC1CN(c2ccc(Oc3ccccc3)cc2)c2nc3c(c(=O)[nH]c(=O)n3C)n2C1 (stereo not given)
    -3	.	.	-11	1	-0.4	27	1	-4	.	-1
(32) Cc1n[nH]c(C)c1CN(C)C(=O)c1cc(COc2ccc(F)c(F)c2)on1
    -8	-3	-0.7	0.2	-3	0.5	2	-1	-7	2.4	0
(33) Cc1noc(C)c1S(=O)(=O)N1CCC(C(=O)NCCc2ccc(S(N)(=O)=O)cc2)CC1
    -21	-4	0.3	3.7	3	1.6	-9	9	-2	-0.3	1
(34) CC(C)c1cccc(C(C)C)c1NC(=O)CCl
    -2	6	1.2	1.2	2	1.3	-2	1	10	1.6	-6
(35) N#Cc1c(NC(NC(=O)c2ccco2)C(=O)c2ccccc2)sc2c1CCCC2 (stereo not given)
    0	6	-0.1	0.0	5	-1.1	5	0	-6	-2.6	-8
(36) CC1=C/C(=C(/c2cc(C)c(O)c(Br)c2)c2ccccc2S(=O)(=O)O)C=C(Br)C1=O
    21	-45	-16	11	15	-18	-6	-5	28*	-14	35*
(37) O=C(CCc1nc2ccccc2c(=O)[nH]1)OCC(=O)c1ccc(C2CCCCC2)cc1
    -45	3	0.3	-2.9	1	-1.4	-5	1	-6	3.4	-3
(38) CCCn1c(=O)c2c(c3ccccc31)OCC(=O)N2
    11	0	-3.0	-0.2	-3	0.0	-4	-1	-1	2.6	-5
(39) CC(=O)Nc1ccc(NS(=O)(=O)c2ccccc2)c2ccccc12
    -38	-18	-0.1	0.6	0	2.1	-4	10	-3	1.5	-8
(40) O=C(O)C1CCCCC1C(=O)NCc1ccncc1 (stereo not given)
    -1	11	0.5	-1.5	0	3.0	-11	2	-13	6.8	6
(41) CCc1ccccc1NC(=O)Cn1nnc(-c2cccs2)n1
    6	-9	1.1	2.8	0	0.0	6	-3	-2	-0.6	0
(42) Cc1ccccc1C(=O)NC1CCSC1=O (stereo not given)
    4	15	-0.6	-10	3	0.8	35	-3	-9	5.9	-7
(43) Cn1nc(C(F)(F)F)c(/C=N/OC(=O)c2ccccc2)c1Sc1ccc(Cl)cc1
    -27	5	1.1	2.3	-19	1.9	7	1	-4	-0.8	-3
(44) CCOC(=O)C1=C(C)n2c(s/c(=C3\C(=O)Nc4ccccc43)c2=O)=NC1c1ccc(OC)cc1 (stereo not given)
    -21	.	-3.1	0.7	9	2.4	-7	5	-7	-2.2	5
(45) COc1ccc(N2CCN(C(=O)CCNS(=O)(=O)c3ccc4c(c3)CCC(=O)N4)CC2)cc1
    2	-9	0.8	0.4	-2	2.0	4	-2	-2	3.1	-6
(46) C=CCn1c(SCC(=O)Nc2ccc(C)cc2C)nnc1-c1cccnc1
    8	12	0.2	-0.3	1	3.9	-8	-3	3	-1.4	-11
(47) COc1ccc(CCNC(=O)COc2cc(=O)n(C)c3ccccc23)cc1OC
    11	80	0.7	0.4	1	3.9	-7	-3	3	2.5	-1
(48) COc1cccc(C2c3cc4c(cc3OC(N3CCCC3)C2C)OCO4)c1O (stereo not given)
    10	.	.	-0.9	-2	2.2	6	-3	-5	.	5
(49) O=C(Nc1cc(-c2ccccc2)cs1)c1ccco1
    19	.	.	1.8	-4	3.7	-1	3	-11	.	-9
(50) COCCCN(C(=S)Nc1cc(Cl)cc(Cl)c1)C(C)c1ccncc1 (stereo not given)
    -18	11	-0.3	-1.8	-1	3.4	4	3	8	3.0	7
(51) Cc1cccc(C)c1NC(=O)NC1(C(=O)N2CCOCC2)CCCCC1
    -23	-5	0.3	-1.2	-1	-1.5	1	8	-4	-1.6	3
(52) CCn1c(C(=O)N2CCCC(C(=O)NCCc3ccc(C)cc3)C2)cc2sccc21 (stereo not given)
    14	7	-1.2	-4.3	-1	-1.8	-2	0	0	-1.8	-6
(53) Cc1cc(C)c(C#N)c(SCC(=O)Nc2ccc3c(c2)OCO3)n1
    0	.	0.4	2.8	-4	3.0	-10	-4	-19	3.6	4
(54) COCC(=O)NC1CCN(S(=O)(=O)c2ccc(C(=O)O)cc2)CC1
    -14	15	-2.0	0.7	1	0.2	-1	2	-5	1.7	1
(55) COC(=O)c1ccc(COc2ccccc2/C=C(\C#N)C(=O)NC(C)C)cc1
    6	154	-3.1	-0.7	1	3.5	-2	-1	-2	2.6	-11
(56) CC(=O)N1c2ccc(S(=O)(=O)NCC3CCC(C(=O)N4CCC(C)CC4)CC3)cc2CC1C (stereo not given)
    -15	6	1.4	0.5	2	1.4	-10	-3	0	0.5	-6
(57) O=C(NC1=NCCS1)c1cccc(N2C(=O)c3ccccc3C2=O)c1
    26	-9	1.4	0.6	-4	0.0	1	2	-9	1.6	1
(58) COc1ccc(C(C)N2CC34C=CC(O3)C(C(=O)O)C4C2=O)cc1 (stereo not given)
    -4	-11	0.7	-1.1	-2	4.0	1	0	-5	1.7	-6
(59) NS(=O)(=O)c1cc(C(=O)OCC(=O)c2ccccc2)c(Cl)cc1Cl
    0	-5	1.8	0.6	5	2.3	-2	0	6	1.6	2
(60) CC(C)(C)c1ccc(C(=O)NCC(=O)NCC(C)(C)N2CCOCC2)cc1
    1	.	.	-0.8	2	-0.2	-8	0	-11	.	3

Further results follow:
Screens in order – HTR5A inv ctr	Mot1-301 SUMO	E coli growth	CDK5 p35 inh	DAGLB inhibitor	phage Ecoli inh	Tat export inh	HTR5A ag ctr	PKA-R2B act	AddAB inh	PKA-R1A act
(61) Cc1ccc(NC2=NC3(CCCC3)N=C(N)N2)c(C)c1
    12	-10	-0.7	-0.2	-2	0.8	-2	-2	-1	-1.9	-1
(62) Cc1ccc(NC(=O)C2CCN(S(=O)(=O)c3ccc4[nH]c(=O)ccc4c3)CC2)c(C)c1
    0	68	-2.3	1.4	-1	0.9	1	0	-8	4.5	0
(63) CC(C)Oc1ccccc1/C=N/Nc1ccccc1[N+](=O)[O-]
    32	-8	2.9	-1.7	26	0.8	-13	0	-17	2.0	-5
(64) CC(=O)c1cnc(SCCN2C(=O)c3ccccc3C2=O)nc1C
    -7	-16	-2.1	-0.3	-3	3.6	0	4	-1	-0.5	-1
(65) COc1ccc(CCNc2nc(-c3sc(N)nc3C)cs2)cc1OC
    -8	7	-0.8	-1.6	3	3.1	4	3	1	-3.0	-11
